# High-throughput results from PubChem BioAssay.
# CHO parental Ca = signal in parental CHO cells, OX1R antagonist counter-screen | parental CHO-K1, ATP-induced calcium, Fluo-8 fluorescence | inhibition, % at 5.6 µM | 330,000 tested, 0.63% active;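 active means inhibition above that plate's mean sample inhibition plus 3 SD, cut at about 26% in these data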;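 further: 0% = ATP-challenged DMSO wells and 100% = DMSO wells without ATP; some compounds past the cut are filed as inactive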
#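 Assay system: parental CHO cells; Read-out basis: percent inhibition of ATP-evoked calcium rise, normalized to controls; Benchmarks: ATP and no-ATP DMSO wells; Compound dosing: single nominal dose of 5.6 µM per compound; Signal: Fluo-8 calcium dye fluorescence; Also added: ATP as calcium-mobilizing challenge; Repeats: singlicate.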
# V1aR counter = activates human V1a receptor in oxytocin agonist counter-screen | P37288 | CHO-V1R cells, Fluo-8 calcium fluorescence, agonist mode; 0% DMSO, 100% 3 nM vasopressin | activation, % at 3 µM | 320,000 tested, 0.25% active;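 active means activation above the mean activation of all tested compounds plus 3 SD, per screening run, cut at about 20% in these data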;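 further: signal is peak over basal fluorescence ratio across a 100 second FLIPR read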
# Target sequence (P37288 whole entry, looked up): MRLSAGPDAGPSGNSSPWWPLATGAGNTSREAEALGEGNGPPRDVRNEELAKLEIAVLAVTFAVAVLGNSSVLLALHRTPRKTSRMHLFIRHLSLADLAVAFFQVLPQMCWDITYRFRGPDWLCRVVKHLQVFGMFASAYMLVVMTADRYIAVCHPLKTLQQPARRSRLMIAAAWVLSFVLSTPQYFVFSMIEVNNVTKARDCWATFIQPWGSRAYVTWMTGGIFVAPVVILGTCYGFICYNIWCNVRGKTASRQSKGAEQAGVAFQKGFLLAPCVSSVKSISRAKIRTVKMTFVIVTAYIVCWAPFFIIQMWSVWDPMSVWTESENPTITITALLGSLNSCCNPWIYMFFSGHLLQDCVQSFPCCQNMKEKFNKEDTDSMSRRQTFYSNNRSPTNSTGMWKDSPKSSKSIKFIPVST
# CHO-K1 Ca antag = nonselective inhibitor or artifact in parental CHO-K1 cells; ATP-induced calcium, Fluo-8 fluorescence; inhibition, % at 3 µM; 360,000 tested, 0.6% active;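 active means inhibition above a per-plate cutoff, the plate's mean sample inhibition plus 3 SD, cut at about 24% in these data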;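 further: 0% = DMSO plus EC80 ATP and 100% = DMSO alone without ATP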
# M1 PAM parental = nonselective activator or artifact in parental CHO-K1 calcium assay; 360,000 tested, 0.02% active; activation, % at 3 µM; ATP EC20, Fluo-8 calcium fluorescence; 0% at ATP EC20, 100% at ATP max;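 active means activation above the run cutoff, the mean activation of all test compounds plus 3 SD, cut at about 40% in these data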;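 further: peak over basal fluorescence ratio in a 140 s read after ATP addition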
# OXTR ag = human OXTR agonism; 320,000 tested, 0.32% active; activation, % at 3 µM; P30559; CHO-OTR cells, Fluo-8 calcium fluorescence; normalized: DMSO 0%, oxytocin 100%;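 active means activation above the mean of all tested compounds plus 3 SD, cutoff set per screening run, cut at about 20% in these data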;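 further: peak over basal fluorescence ratio from a 100 s FLIPR kinetic read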
# Target sequence (P30559 whole entry, looked up): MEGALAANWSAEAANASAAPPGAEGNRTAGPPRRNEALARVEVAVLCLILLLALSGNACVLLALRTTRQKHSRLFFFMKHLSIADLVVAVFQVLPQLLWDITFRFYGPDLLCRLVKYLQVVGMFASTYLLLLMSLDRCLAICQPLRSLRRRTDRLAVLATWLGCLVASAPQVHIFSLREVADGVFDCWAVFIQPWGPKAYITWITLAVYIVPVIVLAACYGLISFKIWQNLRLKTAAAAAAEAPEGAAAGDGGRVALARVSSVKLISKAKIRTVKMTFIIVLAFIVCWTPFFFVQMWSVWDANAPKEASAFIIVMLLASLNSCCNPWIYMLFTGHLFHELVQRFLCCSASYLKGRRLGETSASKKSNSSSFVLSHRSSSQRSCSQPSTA
# TAAR1 antagonist = human TAAR1 antagonism; Q96RJ0; CHO RD-HGA16 TAAR1, Fluo-8 calcium fluorescence, antagonist; inhibition, % at 3 µM; 360,000 tested, 1.5% active;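 active means inhibition above a per-plate cutoff, the mean inhibition of test compounds on that plate plus 3 SD, cut at about 49% in these data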;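 further: 0% = DMSO plus EC80 beta-PEA response and 100% = DMSO alone without agonist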
#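 System: CHO RD-HGA16 cells bearing hTAAR1. Reagent: EC80 β-phenethylamine stimulus. Schedule: seeding 17-24 h prior, 75-min 37 °C, 30-min RT dye loading. Signal: Fluo-8 intracellular calcium dye fluorescence, real-time kinetic reads. Read-out: % inhibition from peak post-agonist over basal fluorescence ratio. Benchmarks: vehicle wells and EC80 agonist wells. Replicates: n of 1.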
# OXTR potentiator = potentiates the human oxytocin receptor response; P30559; activation, % at 3 µM; AID 2445; CHO-OTR cells, Fluo-8 calcium fluorescence, potentiator mode; 0% = oxytocin EC15, 100% = EC100; 320,000 tested, 0.061% active;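 active means activation above that plate's cutoff, the mean activation of tested compounds plus 3 SD, cut at about 6.6% in these data, passing the limit was not always enough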;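 further: 100% uses oxytocin at 75 nM as the full agonist control; some results filed as inactive read as strong as hits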
#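 Material: human OTR in CHO cells. Compound: 3.0 µM, one dose. Timing: compound 6 min at room temperature before oxytocin, 100 s read. Evaluation: % activation of max/min ratio relative to oxytocin controls. Replication: single well per compound, singlicate. Signal: Fluo-8 calcium dye fluorescence.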
# M1 ag parental = nonselective activator or artifact in parental CHO-K1 cells; Fluo-8 calcium fluorescence; scaled to maximal ATP response, vehicle zero; 360,000 tested, 0.48% active; activation, % at 3 µM; AID 602248; in the data active means activation above about 15%;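 further: untransfected CHO-K1 host cells lacking M1 receptor as counterscreen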
# GPR7 antagonist = antagonists of human GPR7 (neuropeptides B/W receptor 1); P48145; 290,000 tested, 1.1% active; inhibition, % at 4.4 µM; GPR7-expressing cells, fluorescence antagonist assay; AID 1861; in the data active means inhibition above about 16%, passing the limit was not always enough;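 further: cells stimulated with the agonist NPW; 0% = agonist with vehicle and 100% = vehicle without agonist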
# Active calls of the source: *; x = not tested or not shown.
SMILES,CHO parental Ca,V1aR counter,CHO-K1 Ca antag,M1 PAM parental,OXTR ag,TAAR1 antagonist,OXTR potentiator,M1 ag parental,GPR7 antagonist
COc1ccc(C)cc1NC(=O)C(Sc1nnc(-c2ccncc2)n1-c1ccc(Cl)cc1)c1ccccc1 (stereo unspecified),-20.2,-0.3,-6.8,24.6,0.6,-1.5,-8.4,0.9,-9.9
Cc1ccc(NC(=O)[C@H](NC(=O)[C@@H]2Cc3ccccc3CN2)c2ccccc2)c(C)c1,-28.8,1.0,-12.4,8.3,0.2,-11.4,-0.6,0.0,3.8
CC(C)N1CCC(N2CCN(Cc3cccc4nonc34)CC2CCO)CC1 (stereo unspecified),-0.6,-0.4,-8.6,21.2,0.6,-22.2,-0.8,0.9,-4.2
O=C(O)C1C2CCC(O2)C1C(=O)NCc1ccncc1 (stereo unspecified),-12.4,1.2,-7.6,-8.4,0.5,-19.8,0.5,-0.1,-5.3
CC(Oc1ccc(F)cc1)C(=O)/C=C\N(C)C (stereo unspecified),-8.6,1.2,-1.2,-6.7,2.2,-3.6,1.5,3.6,-8.5
COc1ccc(CCNC(=O)CCc2ccccc2O)cc1OC,x,x,-6.4,-19.3,x,-12.6,x,3.5,x
C=CCNCCCCOc1c(Cl)cc(C)cc1Br,-6.5,2.0,-8.4,20.5,3.5,-6.1,-5.2,1.2,-3.1
COC(=O)c1ccc2[nH]cc(CCO)c2c1,-1.1,0.6,-0.3,1.4,-0.6,8.2,-11.8,0.1,-2.6
O=C(CSc1ccc2nnc(-c3cccc(F)c3)n2n1)NCc1ccco1,-22.7,0.0,-10.5,-3.4,-0.2,9.6,-7.2,0.9,-6.0
COc1ccccc1S(=O)(=O)N(C)C[C@H]1OCc2cnnn2CCCC(=O)N([C@@H](C)CO)C[C@H]1C,x,x,-5.2,9.8,x,-3.5,x,0.1,x
O=C(N/N=C/c1ccccc1F)c1cc2c(ccc3ccccc32)o1,-14.1,0.1,-10.8,8.7,0.3,-23.1,2.3,1.2,-15.2
COc1cccc(-c2nnc3sc(-c4ccc(C)cc4)nn23)c1,-12.4,0.0,x,x,-0.3,x,-2.6,x,-10.0

# Limited to OXTR ag, CHO-K1 Ca antag and M1 PAM parental, for some of the entries so far:
compound	OXTR ag	CHO-K1 Ca antag	M1 PAM parental
O=C(CSc1ccc2nnc(-c3cccc(F)c3)n2n1)NCc1ccco1	-0.2	-10.5	-3.4
COc1ccccc1S(=O)(=O)N(C)C[C@H]1OCc2cnnn2CCCC(=O)N([C@@H](C)CO)C[C@H]1C	x	-5.2	9.8
CC(C)N1CCC(N2CCN(Cc3cccc4nonc34)CC2CCO)CC1 (stereo unspecified)	0.6	-8.6	21.2

# (next part)
SMILES,CHO parental Ca,V1aR counter,CHO-K1 Ca antag,M1 PAM parental,OXTR ag,TAAR1 antagonist,OXTR potentiator,M1 ag parental,GPR7 antagonist
O=c1c2[nH]c3ccccc3c2ncn1CCCn1ccnc1,-8.1,-0.9,0.4,14.5,0.4,3.5,-3.4,-0.6,-7.5
Cc1ccc(S(=O)(=O)c2c(C)c(C)c(C)[nH]c2=O)cc1,-9.6,0.8,-0.6,-2.5,-0.3,-6.4,-8.8,0.0,-13.2
CC(NC(=O)C1CCC(=O)N1Cc1ccc(F)cc1)c1ccc2c(c1)OCCO2 (stereo unspecified),-5.1,-0.5,9.8,-4.5,-0.2,1.7,-1.6,-0.2,3.1
COc1ccc(NC(=O)NC2CC3CCCC(C2)N3Cc2ccccc2)cc1 (stereo unspecified),-6.0,0.7,-2.6,12.5,1.0,-4.1,-15.3,1.1,2.0
Cc1ccc(C(c2nnnn2CC2CCCO2)N2CCN(Cc3ccccc3)CC2)cc1 (stereo unspecified),-8.8,2.2,5.5,-14.2,0.3,-5.8,2.5,-0.3,-0.6
C=CCOc1cccc(/C=N/NC(=O)CN2CCCCC2)c1,-14.4,1.2,-9.2,8.9,-0.4,-5.4,-4.5,1.7,-16.5
O=C1c2cccc3c([N+](=O)[O-])c(O)cc(c23)C(=O)N1Nc1ccccc1,-16.4,10.9,-5.9,14.7,-0.8,4.1,8.9,0.7,-2.8
CC(C)(C)n1nnnc1C(c1ccncc1)N1CCN(C2CCCCC2)CC1 (stereo unspecified),-10.6,0.2,-10.9,0.7,-0.1,-5.8,-3.9,0.1,-6.5
CN(Cc1ccccc1)C(=O)c1cccc(NC(=O)Cc2ccc(NC(=O)C3CCN(C(=O)C4CCCCC4)CC3)cc2)c1,x,x,-14.7,22.1,x,-11.4,x,0.5,x
CC(NC(=O)NC1CCCCC1)c1ccc2c(c1)OCO2 (stereo unspecified),-13.0,-0.3,-4.3,-9.2,0.1,10.8,-15.6,0.3,-4.7
CC(=O)Nc1ccc(S(=O)(=O)N2CCN=C2SCc2cccc(C)c2)cc1,1.2,9.1,11.6,-6.7,7.7,-9.2,-17.9,6.3,-5.6
CC(=O)OCC(CCn1cnc2cnc(N)nc21)COC(C)=O,-4.6,0.1,x,x,0.6,x,5.7,x,-15.5
NC1=NN(c2cccc(C(=O)O)c2)C(=O)C1,8.0,-0.1,-8.7,19.5,0.2,-10.5,-3.8,0.7,-4.7
CCCOc1ccc(N2C(=O)CC(NCCNc3ccc(S(=O)(=O)CC)cc3)C2=O)cc1 (stereo unspecified),-31.4,0.9,-7.3,9.1,-0.8,9.9,-11.4,0.6,-5.7
CC(=O)c1ccc(S(=O)(=O)N(CCCO)Cc2cc3cc(C)ccc3[nH]c2=O)cc1,-22.6,-0.6,-14.5,-26.8,0.8,-10.4,-2.4,0.3,-3.6
C=CCN(C)NC(=S)Nc1ccccc1,-1.7,1.0,-1.4,16.2,-0.3,-23.3,-3.7,0.3,2.3
OC(c1ccccc1)c1cccnc1 (stereo unspecified),2.6,1.6,-1.4,14.9,1.0,0.8,-7.3,1.5,-6.8
CC1CC(C)(C)NC(=O)O1 (stereo unspecified),-12.9,0.0,-6.3,15.8,-0.5,14.3,-13.0,0.5,-9.7
CCOc1ccc(S(=O)(=O)N(C)CC(=O)NCc2ccco2)cc1,-5.9,-0.1,-11.7,2.7,-0.8,-16.3,-5.5,-0.2,-7.1
Cc1ccc(C)c(OCCOCCN2CCOCC2)c1,-10.8,0.2,-2.6,15.3,-0.1,-14.7,-5.5,0.4,2.2
COc1cccc(OCCN2CCN(c3ncnc4c3cnn4-c3ccccc3)CC2)c1,-11.3,1.9,-2.1,14.0,2.4,5.8,-4.5,2.5,-7.1
CCN1CCCC1CN(Cc1cc2ccc(C)cc2[nH]c1=O)C(=S)Nc1ccc(OC)cc1 (stereo unspecified),-1.9,1.3,-3.8,14.0,1.3,-9.8,-1.1,0.3,0.4
COc1cccc(NC(=O)CN2C(=O)COc3ccc(S(=O)(=O)N4CCCCCC4)cc32)c1,-25.5,-1.1,-6.1,-8.8,-1.0,-7.0,-20.3,0.9,-9.3
Cc1c(C(C)C)c(=O)n(-c2ccc(S(=O)(=O)NCc3ccccc3)cc2)n1C,28.4,10.5,24.5*,-11.5,13.5,15.2,-13.5,8.4,9.2
CCCCc1nc(N2CCN(C(=O)c3ccco3)CC2)c(C#N)c2c1CCCC2,-35.0,0.8,-7.5,6.9,-1.2,42.7,-8.6,0.4,-24.9
CCn1c(N)[n+](CC(=O)Nc2ccc(SC(F)F)cc2)c2ccccc21,3.2,1.6,-15.3,18.4,2.8,-6.8,-3.7,6.1,14.4
O=C(Nc1ccc(F)cc1F)c1cc2nc3c(c(C(F)(F)F)n2n1)CCCC3,2.2,0.5,-9.5,29.4,0.3,-1.4,-3.8,0.5,2.4
COc1ccc(NC(=O)CSc2ccc3c(c2)OCCO3)cc1OC,-7.1,7.5,2.2,-4.5,6.7,-2.6,-13.6,5.9,-9.1
CC(C)C(=O)N1CCC1(C)C(=O)Nc1cc(-c2ccccc2)nn1C (stereo unspecified),x,x,-7.8,14.1,x,-3.3,x,0.1,x
CCCCn1nc2cc(C(=O)NCC3CC3)ccc2c1OCC,-5.0,-0.3,-12.2,1.1,-1.6,6.5,-2.7,-0.7,-9.7
Cc1ccc(N2N=C(c3ccc(F)cc3)CC2c2ccco2)cc1 (stereo unspecified),-4.4,-1.1,-17.2,14.2,-1.5,-14.1,-13.5,-0.1,-4.7
N#C/C(=C\c1ccc(-c2ccccc2[N+](=O)[O-])o1)C(N)=O,-2.0,-1.4,-3.2,10.4,-2.2,-19.8,-7.7,0.5,-9.8
CCOC(=O)c1ccc(-c2c(C)cc3oc(=O)cc(-c4ccccc4)c3c2C)cc1,-13.8,x,-1.6,10.1,x,8.5,x,0.7,x
COc1ccc(/C=N/NC(=O)c2ccc(NS(=O)(=O)c3cccs3)cc2)cc1,-7.4,0.2,-4.5,2.9,-0.2,-7.8,-1.8,-0.4,x
Cc1ccc(CCNS(=O)(=O)c2ccc3c(c2)N(C)CCO3)cc1,-3.3,5.0,-9.9,-9.5,1.5,-20.1,-3.2,4.4,9.3
Cc1c(NS(=O)(=O)c2cc([N+](=O)[O-])ccc2Cl)c(=O)n(-c2ccccc2)n1C,-4.1,-0.3,-1.8,8.5,-0.9,-28.2,-1.4,0.1,x
COc1ccccc1C(CNC(=O)c1ccc(NS(=O)(=O)c2ccc(F)c(C)c2)cc1)N(C)C (stereo unspecified),-20.5,0.7,-12.6,9.5,-0.9,-21.0,-2.0,0.7,1.6
CCOC(=O)Cn1cnc2sc3c(c2c1=O)CCC3,-11.3,-0.2,-0.3,-8.2,-1.4,-1.0,-20.2,0.0,-2.2
O=C(NNS(=O)(=O)c1ccc(Cl)cc1)c1sccc1-n1cccc1,-1.5,0.4,11.8,-2.7,0.9,7.5,-11.8,0.0,-12.1
FC(F)(F)c1cc(-c2ccco2)nc(-n2nc(C(F)(F)F)cc2C2CC2)n1,-26.4,-1.0,-10.2,0.8,-1.9,-8.0,-2.0,-0.1,-2.5
Cc1cccc(-c2noc(CN(C)C(=O)c3ccco3)n2)c1,-8.2,2.9,-16.8,16.2,2.6,-24.9,-4.8,5.0,-5.1
CC(C)[C@H](NC(=O)c1ccccc1F)C(=O)NC1CCCCC1,-27.1,0.9,-15.4,5.1,1.7,4.0,0.0,-0.1,x
COc1cc(S(=O)(=O)N2CCC(c3nc4ccccc4s3)CC2)ccc1S(=O)(=O)NC1CCCC1,-11.8,-1.1,-14.1,-0.2,-0.9,0.6,-6.3,0.1,-9.7
N/C(=N\OC(=O)CCCc1ccccc1)c1ccccc1,-10.1,0.6,4.9,2.3,-0.3,-30.4,-4.2,0.1,-23.8
CCOCCCNC(=O)c1cc2sc(Cl)cc2n1CC,-18.1,-1.6,5.8,-7.3,-1.6,-4.4,1.6,-0.6,1.1
